# Screening data (PubChem BioAssay)
# Pemphigus Ab inh: inhibitors of pemphigus antibody binding to DSG3, primary screen, biochemical, bead-based, flow cytometry, scFv-GFP | binding (percent of control), % at 10 µM | Desmoglein-3 (Homo sapiens), P32926 | DSG3-coupled beads, scFv-anti-DSG3-GFP binding; hits give low values | 0.48% of 310,000 active;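 active means binding more than 3 SD below its plate's average and above zero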;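 further: hits lower antibody fragment binding to DSG3; some compounds called inactive have numbers as strong as hits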
# Target sequence (P32926 whole entry, looked up, the tested form may be a part): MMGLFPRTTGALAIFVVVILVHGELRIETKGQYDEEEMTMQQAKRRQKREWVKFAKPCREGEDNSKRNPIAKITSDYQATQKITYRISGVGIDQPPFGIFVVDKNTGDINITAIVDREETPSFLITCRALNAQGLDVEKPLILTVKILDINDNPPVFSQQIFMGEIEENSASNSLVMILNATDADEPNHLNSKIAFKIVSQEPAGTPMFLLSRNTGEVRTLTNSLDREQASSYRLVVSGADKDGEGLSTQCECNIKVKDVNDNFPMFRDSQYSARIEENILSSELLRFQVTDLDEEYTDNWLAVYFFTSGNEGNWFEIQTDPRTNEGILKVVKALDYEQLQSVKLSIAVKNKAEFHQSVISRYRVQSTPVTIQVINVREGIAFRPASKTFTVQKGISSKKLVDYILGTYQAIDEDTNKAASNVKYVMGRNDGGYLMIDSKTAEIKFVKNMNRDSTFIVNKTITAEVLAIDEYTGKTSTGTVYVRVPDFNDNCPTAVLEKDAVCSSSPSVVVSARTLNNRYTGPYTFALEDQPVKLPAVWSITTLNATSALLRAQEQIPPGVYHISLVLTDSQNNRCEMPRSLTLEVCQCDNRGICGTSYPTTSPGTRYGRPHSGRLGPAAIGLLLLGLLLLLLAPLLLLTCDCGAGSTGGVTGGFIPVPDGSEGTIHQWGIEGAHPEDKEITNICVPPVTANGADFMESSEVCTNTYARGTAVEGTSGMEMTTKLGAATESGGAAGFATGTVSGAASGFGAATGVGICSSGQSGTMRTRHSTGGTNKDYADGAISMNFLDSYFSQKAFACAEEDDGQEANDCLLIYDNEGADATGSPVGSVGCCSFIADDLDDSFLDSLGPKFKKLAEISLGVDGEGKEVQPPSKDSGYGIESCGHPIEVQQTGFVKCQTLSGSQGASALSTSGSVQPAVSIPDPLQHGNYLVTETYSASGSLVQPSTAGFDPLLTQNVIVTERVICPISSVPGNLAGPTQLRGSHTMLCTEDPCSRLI
# Ecoli viability: E. coli V3065 growth inhibition, primary screen, counter-screen for AddAB inhibitor project, absorbance, OD600; 18 h; inhibition, % at 11.9 µM; 0.27% of 330,000 active; AID 449728, 2010;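 active means inhibition above the campaign's mean inhibition across all tested compounds plus 3 SD, cut at about 9.9% in these data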;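 further: uninfected addAB+ strain grown without phage in ampicillin broth; 0% = DMSO wells and 100% = ciprofloxacin 0.95 µg/ml wells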
# OPRM1-OPRD1 inv: inverse agonists of MOR-DOR heterodimerization, primary screen, cell-based, luminescence. AID 504357, 2011. 0.21% of 340,000 active. cell-based MOR-DOR heterodimer luminescence, inverse agonism. Mu-type opioid receptor (Homo sapiens) + Delta-type opioid receptor (Homo sapiens), …. inhibition, % at 9.3 µM; in the data active means inhibition above about 22%, passing the limit was not always enough;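 further: 0% = cells with DMSO and 100% = wells without cells with DMSO; values of inactives mirror those of a sister screen read the other way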
# HTR5A inv ag: HTR5A inverse agonists in luminescence cell assay, primary screen, counter-screen for OPRM1-OPRD1 heterodimer inverse agonist project, full-deck HTS. 5-hydroxytryptamine receptor 5A (Homo sapiens), P47898. HTR5A cell line, inverse agonism. inhibition, % at 9.3 µM. 0.083% of 340,000 active. AID 504634, 2011; in the data active means inhibition mostly above about 23%, no sharp cut-off; inactive means mostly below about 18%;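 further: 0% = cells with DMSO and 100% = no-cell wells with DMSO; some compounds called inactive have numbers as strong as hits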
# AddAB inh: growth inhibition of E. coli expressing H. pylori AddAB, primary screen, AddAB inhibitor project, absorbance | inhibition, % at 11.9 µM | 0.29% of 330,000 active | AID 435030, 2010; in the data active means inhibition above about 12%;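 further: 0% = vehicle wells of infected cells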
# HTR5A ag: HTR5A agonists in luminescence cell assay, primary screen, counter-screen for OPRM1-OPRD1 heterodimer agonist project, full-deck HTS | activation, % at 9.3 µM | 5-hydroxytryptamine receptor 5A (Homo sapiens), P47898 | 0.61% of 340,000 active | cell-based; in the data active means activation mostly above about 9.5%, no sharp cut-off; inactive means mostly below about 7.6%;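 further: 0% = cells with vehicle only and 100% = reference agonist; strong numbers were not always called active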
# PfHsp90 set2: growth inhibition of PfHsp90-expressing yeast, primary screen, antimalarial PfHsp90 inhibitor project, S. cerevisiae, BacTiter-Glo luminescence, single point, set 2 | inhibition, % at 9.4 µM | 0.32% of 310,000 active | BacTiter-Glo ATP, 48 h; yeast lacking PDR1 and PDR3 efflux regulators | AID 504621, 2011;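 active means every replicate shows inhibition above about 80%, whatever the replicate mean, limit read from the data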;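 further: 0% = DMSO neutral controls and 100% = 20 µM radicicol positive controls; yeast relying on Plasmodium falciparum Hsp90 in place of its own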
# Mot1-301 SUMO: yeast Mot1-301 growth rescue at high temperature, primary screen, SUMOylation pathway inhibitor project, S. cerevisiae, ATP luminescence, 38.5C; S. cerevisiae Mot1-301 growth rescue; percent above DMSO median, 100 means doubled; growth rescue, % at 18.8 µM; 1% of 320,000 active;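 active means every valid replicate shows activation above 250% relative to neutral control wells; inactive means the rest, any valid replicate at or below 250%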;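 further: OY570 slx delta 5 strain wells were the positive control but not used for scaling; some compounds called inactive have numbers as strong as hits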
# PKA-R1A act: activators of PKA-R1A holoenzyme, primary screen, biochemical, fluorescence polarization, Cy5-IP20, bovine R1A, mouse PKAc; PKA-R1A dissociation; scaled: DMSO 0%, 113 µM cGMP 100%; cAMP-dependent protein kinase type I-alpha regulatory subunit (Bos taurus) + …; AID 504707, 2011; 0.083% of 340,000 active; activation, % at 11.4 µM;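 active means percent activation above the mean of all tested compounds plus 3 SD, cut at about 19% in these data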;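 further: higher means more PKAc released from R1A so a rise in polarization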
# OPRM1-OPRD1 ag: agonists of OPRM1-OPRD1 heterodimerization, primary screen, cell-based, luminescence; activation, % at 9.3 µM; 0.3% of 340,000 active; Mu-type opioid receptor (Homo sapiens) + Delta-type opioid receptor (Homo sapiens), …; AID 504326, 2011; cells; in the data active means activation above about 18%;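 further: 0% = vehicle-treated cells and 100% = reference agonist; values of inactives mirror those of a sister screen read the other way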
# phage Ecoli inh: growth loss of phage-infected E. coli, primary screen, RecBCD inhibitor project, absorbance, with phage, HTS; 0.26% of 360,000 active; AID 651602, 2012; inhibition, % at 11.9 µM; in the data active means inhibition above about 11%
# Active calls of the source: *; nt = no result given.
# The opening 2 compounds, ahead of the listing:
SMILES,Pemphigus Ab inh,Ecoli viability,OPRM1-OPRD1 inv,HTR5A inv ag,AddAB inh,HTR5A ag,PfHsp90 set2,Mot1-301 SUMO,PKA-R1A act,OPRM1-OPRD1 ag,phage Ecoli inh
Cc1ccc(CNC(=O)C2=NNC(=O)CC2)cc1,120,3.1,6,9,5.6,5,-5,-11,-1,-1.1,1.3
CCN(C(=O)COC(=O)c1ccccc1OCc1ccc(Cl)cc1)C1CCS(=O)(=O)C1 (stereo unspecified),91,-2.2,9,9,-2.0,-2,nt,-10,-3,-1.8,2.1

# The listing, from the first entry:
SMILES,Pemphigus Ab inh,Ecoli viability,OPRM1-OPRD1 inv,HTR5A inv ag,AddAB inh,HTR5A ag,PfHsp90 set2,Mot1-301 SUMO,PKA-R1A act,OPRM1-OPRD1 ag,phage Ecoli inh
Cc1ccc(CNC(=O)C2=NNC(=O)CC2)cc1,120,3.1,6,9,5.6,5,-5,-11,-1,-1.1,1.3
CCN(C(=O)COC(=O)c1ccccc1OCc1ccc(Cl)cc1)C1CCS(=O)(=O)C1 (stereo unspecified),91,-2.2,9,9,-2.0,-2,nt,-10,-3,-1.8,2.1
CC1(C)CN(c2ccc(-c3ccnc4ncnn34)cc2)C1=O,99,1.9,16,2,2.9,-1,1,379,-11,-3.2,2.6
O=S(=O)(c1ccc(Cl)cc1)N1CCN(Cc2ccc(O)c3ncccc23)CC1,110,8.6,-28,3,7.9,-1,nt,3,5,5.8,17*
Cc1ccc(-c2nc3ccccc3[nH]2)cc1NC(=O)c1ccco1,nt,0.6,3,-11,0.5,4,19,nt,-1,-0.6,1.3
CCC(=O)N1c2ccc(S(=O)(=O)CCC(=O)N3CCN(c4ccccc4F)CC3)cc2CC1C (stereo unspecified),106,2.4,14,-16,-1.0,0,6,8,-6,-2.6,1.9
COc1ccc(S(=O)(=O)N2CCC(C(=O)Nc3ccccc3N3CCCCC3)CC2)cc1OC,106,-2.7,-3,18,-2.1,7,13,1,-11,0.6,0.0
Cn1ccc(C(=O)OCC(=O)c2ccccc2)n1,103,-2.2,1,-3,1.8,1,nt,30,0,-0.2,3.2
Cc1cccc(NC(=O)C2CCN(S(C)(=O)=O)CC2)c1C,112,-0.8,18,-1,1.0,0,-4,-5,4,-3.6,-0.3
O=C(COC(=O)c1cc(S(=O)(=O)N2CCOCC2)ccc1F)NC1CCCCC1,nt,3.4,6,-3,1.8,1,-23,nt,-10,-1.5,1.9
O=C(NCCC1=CCCCC1)C1CCN(c2nc3ccccc3o2)CC1,96,-0.2,-4,-27,2.4,0,-7,0,0,0.8,2.3
CCOC(=O)CN1C=C(c2ccc3ccccc3n2)C(C[N+](=O)[O-])c2ccccc21 (stereo unspecified),137,-1.6,-15,-16,4.5,6,-20,6,-5,2.8,nt
Cc1c(C)c(C)c(C(=O)C2CCN(c3ccc([N+](=O)[O-])cn3)CC2)c(C)c1C,110,-0.6,8,15,-1.4,-3,-16,7,2,-1.4,2.6
COc1ccc(NC(=O)CSc2nc(N3CCCCC3)nc(N3CCCCC3)n2)cc1,88*,0.9,-2,18,0.2,0,-11,179,-4,0.4,1.9
CCCCNC(=O)N1CCN(C(c2ccccc2)c2ccccc2)CC1,97,0.3,-2,-5,-1.0,1,-26,-12,-3,0.4,nt
COc1ccccc1NC(=O)Cn1ncc2c1-c1ccccc1OC2,107,-1.5,4,-13,3.0,4,-13,-18,-4,-0.7,1.1
Cc1occc1C(=O)N1CCCC(N2CCN(c3cccc(C(F)(F)F)c3)CC2)C1 (stereo unspecified),109,0.4,-12,10,-1.0,-1,35,-6,0,3.5,3.1
COc1ccc2c(c1)CC/C2=N\NC(=O)c1ccccc1,nt,-0.8,-1,-11,2.4,5,-1,-4,7,0.3,-1.8
Cc1occc1C(=O)N/N=C/C=C\c1ccccc1[N+](=O)[O-],110,-1.3,nt,nt,1.9,nt,-11,-7,nt,nt,4.2
COc1cccc(/C=N\NS(=O)(=O)c2ccccc2)c1OC,109,1.4,17,-25,2.3,4,-12,420,11,-3.1,4.2
O=S(=O)(c1ccc(Br)s1)N1CCN(c2ccccc2)CC1,95,-0.6,-14,16,1.0,-1,34,10,9,2.7,3.3
O=C(O)CCC(=O)NCc1cn(-c2ccccc2)nc1-c1cccc(Br)c1,95,1.5,10,-33,2.7,3,-5,321,3,-1.9,1.7
COc1ccc(CCNC(=O)C(C(=O)c2ccc(F)cc2)n2ccccc2=O)cc1OC (stereo unspecified),94,0.3,14,7,1.9,-3,-27,18,-1,-2.3,5.1
CCOC(=O)c1cc(-c2ccncc2)nc2c1c(C)nn2-c1ccccn1,101,-0.5,9,9,1.6,-2,-36,116,-2,-1.6,1.5
Cc1cc(NC(=O)COC(=O)CCC(=O)c2ccc(F)cc2)no1,87,-0.2,5,-7,3.6,4,0,1,2,-1.0,2.1
NC(=O)c1ncn([C@@H]2O[C@H](CO)[C@@H](O)[C@H]2O)n1,94,1.3,7,-1,2.9,2,-24,12,10,-1.3,6.4
COc1ccccc1N1CCN(C(=O)COc2cc(C)ccc2C)CC1,104,-1.9,-7,-11,4.2,3,25,-12,-11,1.3,2.7
CCCCCn1c(N2CCN(c3cccc(Cl)c3)CC2)nc2c1c(=O)[nH]c(=O)n2C,96,0.1,-44,-3,-2.1,-4,-54,6,-9,7.7,2.9
Brc1ccc(N=C(c2ccccc2)c2ccncc2)cc1,91,0.0,-1,10,2.8,0,-41,-12,6,0.2,5.3
CC(C)(C)c1ccc(OCc2ccc(C(=O)NN)o2)cc1,nt,-1.5,-18,4,4.6,-2,20,118,-3,3.5,7.8
CCC(C)NC(=O)Cn1cc(S(=O)(=O)N2CCN(c3ccccc3F)CC2)c2ccccc2c1=O (stereo unspecified),95,0.1,13,5,0.8,-2,7,7,-4,-2.6,4.3
CCOC(=O)CSc1nc2sc3c(c2c(=O)[nH]1)CCCC3,97,2.1,-3,-5,1.0,7,14,63,-6,0.5,0.0
Cc1ccc(S(=O)(=O)C2(S(=O)(=O)c3ccc(C)cc3)CCCC2)cc1,103,2.7,2,-9,1.4,1,nt,-10,-16,-0.3,1.6
CCCc1cc(C(=O)Nc2nccs2)cs1,98,-1.9,7,-3,0.3,0,nt,288,-6,-1.3,0.2
CC1(C)C(=O)C=CC(=O)C(C)(C)C(=O)C=CC(=O)C(C)(C)C2=CC=C(O2)C(C)(C)C(=O)C=CC1=O,93,nt,-12,8,nt,-2,8,nt,-2,2.4,-0.7
CCOC(=O)c1cccc(NC(=O)Nc2cc(OC)ccc2OC)c1,nt,1.3,-4,5,-0.1,2,-65,-8,-8,0.7,3.0
CCCCN(Cc1ccccc1)C(=O)C1CCC(=O)N(CCc2ccccn2)C1 (stereo unspecified),110,0.8,1,1,3.1,-2,29,3,-6,-0.2,2.3
COc1ccc2nc(NCCCNC(=O)c3cc(OC)c(OC)c(OC)c3)c(C#N)cc2c1,nt,-1.2,0,-4,0.8,14*,-4,15,-5,0.0,3.1
CC(C)OCCCNC(=O)CNC(=O)c1ccc(Cl)c(Cl)c1,101,0.5,6,8,-1.2,-3,0,-19,-12,-1.2,3.2
C[C@H](CO)N1C[C@H](C)[C@@H](CN(C)C(=O)Nc2ccc(C(F)(F)F)cc2)Oc2c(NC(=O)Cc3ccccc3)cccc2C1=O,107,0.1,10,0,-0.8,-1,-14,6,-1,-1.8,2.2
C[n+]1ccccc1/C=C/c1ccccc1Cl,113,nt,6,-4,nt,1,2,7,-6,-1.2,-1.0
Cc1sc2ncnc(SCC(=O)NC(=O)NCc3ccco3)c2c1C,95,0.9,8,-4,1.1,-1,-5,7,-10,-1.5,1.1
CN(CC(=O)Nc1ccccc1C(F)(F)F)C(=O)CSCc1ccc(Cl)c(Cl)c1,102,1.1,-8,-3,1.6,1,-1,24,-2,1.2,1.8
CCCC(=O)Nc1cc(C(=O)O)ccc1Sc1ccccc1,105,2.8,8,-21,1.1,-3,-8,-1,-6,-1.5,4.4
O=C(NC12CC3CC(CC(C3)C1)C2)c1cccc([N+](=O)[O-])c1,102,2.8,-16,6,4.8,-2,4,-5,6,3.5,4.2
C=CCOc1c(Cl)cc(CNCCC)cc1Cl,101,-1.6,-4,0,3.1,0,-2,29,-9,1.0,2.0
CCOc1ccc(/C=C2\C(=O)c3ccccc3OC2c2ccccc2)cc1 (stereo unspecified),106,0.6,11,-10,4.0,4,-17,-13,-6,-1.7,0.9
CCOC(=O)N1CCC(N(CCN(C)C)C(=S)Nc2cccc(Cl)c2)CC1,108,-0.8,10,4,-4.1,-1,-2,99,0,-1.9,-0.9
COc1ccc(-n2ccnc2SCC(=O)NO)cc1,104,2.5,4,-5,3.4,2,11,-18,-1,-0.8,5.0
CCOc1cc(/C=C2/NC(=O)N(CC(=O)Nc3cccc(C)c3)C2=O)ccc1OC,101,-0.2,5,15,-1.1,-5,-16,19,6,-0.8,2.3
COC(=O)C1=NN(c2ccc(C)cc2)C2(S1)SC(C(C)=O)=C(C)N2c1ccccc1 (stereo unspecified),94,1.3,0,18,2.8,-7,nt,-20,-4,-0.1,2.8
Nc1c(C(=O)O)cnn1-c1ccc([N+](=O)[O-])cc1,94,0.1,5,-36,-2.1,-3,-14,-3,2,-0.9,0.4
O=c1[nH]cnc2c1nnn2Cc1ccccc1,101,-2.2,10,3,1.0,-1,19,-16,-1,-2.2,-0.3
O=C(O)CC(=O)Nc1ccccc1,99,2.1,15,-9,1.4,-1,1,nt,1,-2.8,0.3
O=C(NCc1ccccc1)c1cc[n+](Cc2ccccc2)cc1,112,0.6,-11,-2,1.4,1,5,15,-8,2.1,1.3
CC(C)c1ccc(NC(=O)CSc2nc3ccsc3c(=O)n2CCC(=O)O)cc1,nt,0.9,-3,-9,-0.1,0,-17,-16,4,0.6,2.2
COc1ccc(C(=O)O/N=C(\N)c2ccccc2Cl)cc1OC,115,1.0,-39,-6,-1.3,2,21,2,-7,8.3,1.2
C=C(C)Cn1c(-c2ccncc2)n[nH]c1=S,98,2.4,6,1,6.8,0,22,307,-7,-1.4,3.5
CSc1ncccc1C(=O)NNC(=O)c1ccc(NS(=O)(=O)c2cccs2)cc1,100,1.0,-2,7,0.3,5,13,-7,-5,0.3,2.4
